# GSK3B inh: human GSK3beta kinase inhibition; activity score (negative = inhibition), % at 10 µM; 0.038% of 300,000 active; GST-GSK3beta kinase, ADP-Glo luminescence, 60 min; active compounds read low; AID 2097; P49841;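 active = more than half of replicate wells score below -50%, meaning over 50% inhibition versus plate controls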;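 also: 0% = median DMSO wells and -100% = median GW8510 positive control wells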
# Target sequence (P49841 whole entry, looked up): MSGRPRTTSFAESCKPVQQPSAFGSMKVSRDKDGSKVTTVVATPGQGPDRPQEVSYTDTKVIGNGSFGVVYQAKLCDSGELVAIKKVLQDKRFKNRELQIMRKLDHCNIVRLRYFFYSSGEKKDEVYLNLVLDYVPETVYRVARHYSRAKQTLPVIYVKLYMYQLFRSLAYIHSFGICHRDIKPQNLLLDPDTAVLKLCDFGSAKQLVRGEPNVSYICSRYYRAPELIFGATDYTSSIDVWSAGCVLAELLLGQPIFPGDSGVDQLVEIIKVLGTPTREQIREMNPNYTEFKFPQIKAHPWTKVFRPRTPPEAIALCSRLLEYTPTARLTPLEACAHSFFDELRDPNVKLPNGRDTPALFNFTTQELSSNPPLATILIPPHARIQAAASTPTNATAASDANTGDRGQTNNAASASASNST
#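 Assay system: GST-fused GSK3beta enzyme, cell-free / Medium: Tris pH 7.5 buffer with MgCl2, DTT, BSA, heparin / Also added: peptide substrate plus 25 µM ATP (final) / Compound: 10 µM single point / Timing: kinase reaction with compound 60 min at room temperature / Detection: ADP-Glo luminescence / Benchmarks: DMSO neutral wells and GW8510 at 20 µM as positive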
# HSF1 inhib: HSF1 inhibition | 0.77% of 300,000 active | activity change, negative = inhibition, % at 7.5 µM (by protocol) | AID 2098 | NIH3T3-HGL HSE-luciferase, MG132-induced, luminescence 8 h; active compounds read low;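 active = more than half of replicate wells show activity change below -50%, luminescence cut by over half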;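 also: luciferase reports HSF-1 transcriptional activity via heat shock element; 0% = median of DMSO wells and -100% = zero luminescence signal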
# HSF-1 act: increases HSF-1 driven luciferase reporter signal; NIH3T3-HGL HSF-1 luciferase reporter, MG132, 8 h; 100% = twice DMSO control signal; activation, % at 9 µM; 1.7% of 300,000 active; AID 504408;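 active = mean replicate activation of at least 50% with a set share of replicates each reaching 50%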;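 also: 0% = median of the neutral control wells and 100% = twice that signal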
# GSK3A inh: inhibitors of human GSK-3 alpha kinase. P49840. inhibition, % at 10 µM. ADP-Glo luminescence, 60 min. 0.1% of 320,000 active. AID 2650;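 in the data active = inhibition above about 50%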;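 also: GST-tagged GSK-3 alpha with peptide substrate and 25 µM ATP; 0% = DMSO neutral wells and 100% = GW8510 positive control wells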
# Target sequence (P49840 whole entry, looked up): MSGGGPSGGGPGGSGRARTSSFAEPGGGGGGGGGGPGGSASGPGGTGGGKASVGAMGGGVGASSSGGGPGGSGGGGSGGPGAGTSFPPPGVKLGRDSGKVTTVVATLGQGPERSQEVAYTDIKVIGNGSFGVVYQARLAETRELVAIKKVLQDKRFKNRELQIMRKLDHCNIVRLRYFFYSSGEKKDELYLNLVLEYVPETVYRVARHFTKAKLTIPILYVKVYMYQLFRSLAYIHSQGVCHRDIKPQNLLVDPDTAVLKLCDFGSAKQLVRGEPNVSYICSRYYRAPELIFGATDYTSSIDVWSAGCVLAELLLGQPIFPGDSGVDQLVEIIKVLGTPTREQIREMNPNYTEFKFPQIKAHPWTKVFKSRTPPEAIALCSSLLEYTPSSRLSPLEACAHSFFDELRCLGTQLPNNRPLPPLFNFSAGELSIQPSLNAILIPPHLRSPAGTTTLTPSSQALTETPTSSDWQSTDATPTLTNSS
# Platelet DG rel: modulates dense granule release in human platelets | human platelet-rich plasma, SFLLRN dense granule ATP release, luminescence | inhibition, %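 (compounds screened at 7.5 µM in platelet-rich plasma)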 | 0.22% of 300,000 active;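 active = mean replicate score, as percent of positive control, at or above 50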
# HDAC3 inh: inhibitors of human histone deacetylase 3; O15379; recombinant HDAC3, fluorogenic peptide/trypsin coupled, fluorescence; inhibition, % at 8.3 µM; 0.15% of 320,000 active; AID 2718; in the data active = inhibition above about 26%, passing the limit was not always enough
# AI-2 QS mod: Vibrio harveyi AI-2 quorum sensing modulation | Vibrio harveyi JMH597 AI-2 luminescence/OD600 ratio, 9 h; active compounds read low; strain lacks LuxN and CqsS sensors; 0 = neutral-control median | activity change, % at 7.5 µM | 0.4% of 300,000 active; in the data active = activity change below about -75%, passing the limit was not always enough;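 also: luminescence divided by OD600 gain over 9 h not by final OD600 alone; inactives centre near 13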
# DYRK1A inh: Dyrk1A (rat) kinase inhibition | inhibition, % at 12.5 µM | ADP-Glo luminescence, NFATc1 peptide | 0.43% of 310,000 active | Q63470; in the data active = inhibition above about 50%;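 also: plate controls were vehicle with enzyme for no effect and no enzyme for full effect; many of its hits are not listed in these tables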
# HSP90 refold inh: inhibitors of HSP90 luciferase refolding in rabbit reticulocyte lysate; inhibition, % at 5.6 µM; luciferase refolding luminescence, 3 h; 0.91% of 290,000 active; AID 1789;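 active = inhibition above the screen-wide mean plus 3 SD, computed separately per campaign, cut at about 16% in these data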;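 also: 0% = DMSO wells and 100% = 60 µM geldanamycin wells; inhibitors lower the luminescence because luciferase stays unfolded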
# PolyA inhibitor: yeast polyadenylation inhibition. S. cerevisiae SKY197-pL101 polyadenylation reporter, beta-gal luminescence; efflux-impaired pdr1/pdr3 knockout yeast; score 100 = 6 SD above DMSO. calls only at 12 µM. 0.02% of 300,000 active;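 active = lowest replicate activity score at least 50, where 100 means six control SD above control mean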;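 also: yeast exposed to compound for 9 h at 30 °C; higher score means more reporter readthrough which indicates perturbed polyadenylation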
# An asterisk follows results filed as active; i = inactive; nt = no result given. The list is partial. The share of hits here may be higher or lower than overall.
# The opening four records, to show the layout:
SMILES,GSK3B inh,HSF1 inhib,HSF-1 act,GSK3A inh,Platelet DG rel,HDAC3 inh,AI-2 QS mod,DYRK1A inh,HSP90 refold inh,PolyA inhibitor
COC(=O)c1ccc(NC(=O)CSc2nccn2CCc2ccccc2)cc1,0,15,21,-1,4,-7,33,-1,0,i
CN(C)S(=O)(=O)c1ccc(C(=O)NCCSc2ccccc2)cc1,-3,28,38,-1,3,3,11,5,-1,i
CCc1nnc(NC(=O)c2ccc(-c3ccc([N+](=O)[O-])cc3Cl)o2)s1,3,-1,-7,1,-6,-7,21,-3,2,i
COc1cccc2sc(=NC(=O)CS(=O)(=O)c3ccc(Cl)cc3)n(C)c12,-5,0,23,-3,3,2,29,7,nt,i

# The list itself, repeating the preview:
SMILES,GSK3B inh,HSF1 inhib,HSF-1 act,GSK3A inh,Platelet DG rel,HDAC3 inh,AI-2 QS mod,DYRK1A inh,HSP90 refold inh,PolyA inhibitor
COC(=O)c1ccc(NC(=O)CSc2nccn2CCc2ccccc2)cc1,0,15,21,-1,4,-7,33,-1,0,i
CN(C)S(=O)(=O)c1ccc(C(=O)NCCSc2ccccc2)cc1,-3,28,38,-1,3,3,11,5,-1,i
CCc1nnc(NC(=O)c2ccc(-c3ccc([N+](=O)[O-])cc3Cl)o2)s1,3,-1,-7,1,-6,-7,21,-3,2,i
COc1cccc2sc(=NC(=O)CS(=O)(=O)c3ccc(Cl)cc3)n(C)c12,-5,0,23,-3,3,2,29,7,nt,i
COc1ccc(CNC(=S)NCc2ccc(Cl)cc2)cc1OC,-2,3,10,-2,4,-3,3,-5,-2,i
CC1=CC(C)(C)NC(=S)N1c1ccc(C)cc1,1,-1,14,-6,-1,-3,-2,nt,2,i
CC1c2nc3ccccc3n2C(CC(=O)NCCCN2CCOCC2)C(=O)N1Cc1ccccc1 (centres undefined),-2,-4,3,nt,1,13,2,-2,3,i
Cn1nc(C(=O)Nc2c(-c3ccccc3)nc3sccn23)c2ccccc2c1=O,-1,7,8,1,-3,-5,8,0,1,i
O=C(Nc1ccccc1)Nc1ccc2c(c1)CCC2,8,11,21,-3,5,-3,-16,-2,-2,i
COc1ccc(CN2CCN(C(=O)Cn3ncn4cccc4c3=O)CC2)c(OC)c1OC,0,-2,-9,4,4,-2,27,15,-2,i
O=C(NNC(=O)C1CCC1)c1ccccc1F,0,-8,1,-2,6,-2,27,1,nt,i
CCN(CC)C(=O)Cn1cnc2sc(C(=O)NCCCN3CCOCC3)c(C)c2c1=O,-1,-1,-2,3,0,2,3,9,1,i
Cc1cc(N2CCCC2)c(C)cc1C=O,2,-3,16,-1,1,4,6,1,4,i
CSC1=N/C(=C\c2ccc(C)o2)C(=O)S1,2,-7,-6,0,-8,9,3,-2,-3,i
O=C(O)CCNc1nc(-c2ccccc2)c2cc(Br)ccc2n1,0,-2,-4,-2,3,-8,10,-6,1,i
CC(C)(C)NC(=O)N1CCC(CO)(Cc2ccccc2Cl)CC1,1,-1,9,nt,-2,nt,9,7,3,i
C=CCOC(=O)C1=C(C)Nc2nnnn2C1c1cccs1 (centres undefined),-2,-7,-5,nt,-5,6,11,-2,1,i
COc1ccccc1CNC(=O)[C@H](C)NC(=O)[C@@H]1Cc2ccccc2CN1,-1,0,3,0,0,-4,6,-11,-4,i
CCOC(=O)c1cc(-c2ccc(F)cc2)n(CCC(=O)NC2CCN(Cc3ccccc3)CC2)c1C,-1,5,-3,-12,-11,1,33,4,2,i
CCOc1cc(C(=O)Nc2ccc(S(=O)(=O)N3CCOCC3)cc2)cc(OCC)c1OCC,4,1,13,3,1,-3,8,-2,4,i
O=C(NCC1CCCO1)c1ccc(S(=O)(=O)Nc2ccccc2F)cc1 (centres undefined),2,4,-5,-2,5,0,17,21,nt,i
COc1ccc(C(NC=O)c2cc(OC)c(OC)cc2Br)cc1OC (centres undefined),1,6,18,-1,4,-4,24,-1,-1,i
COc1ccc(S(=O)(=O)Nc2ccc(NC(C)=O)cc2)cc1OC,-1,-7,10,0,-1,-1,19,4,1,i
COc1cc2ccccc2cc1C(=O)Nc1ccc(NC(=O)c2cccs2)cc1,3,-9,-17,0,-7,-5,17,-1,4,i
CCOC(=O)N/N=C/c1cn(Cc2ccc(Cl)cc2)c2ccccc12,-3,6,33,-1,6,-1,17,0,10,i
Cc1ccc(/C=C2/Sc3ccccc3N(CC(=O)NCC3CCCO3)C2=O)cc1 (centres undefined),1,-2,-1,-2,-1,4,17,4,-3,i
CCOC(=O)C1(Cc2cccc(OC)c2)CCN(Cc2ccc(OC)c(OC)c2)CC1,2,-6,-11,0,5,4,19,1,4,i
CC(c1ccc(F)cc1)n1c(-c2cccs2)n[nH]c1=S (centres undefined),1,1,-3,-2,-2,-11,5,2,7,i
Cn1c(NC(=O)c2ccco2)cc(=O)n(C)c1=O,1,-7,1,-3,3,-3,23,nt,0,i
Cc1c(Cl)cccc1NC(=S)N(CCN(C)C)C(C)c1ccccn1 (centres undefined),-3,-1,-6,-2,-1,-7,20,-3,1,i
O=C(CSCc1cc(=O)n2ccsc2n1)Nc1ccc(F)cc1,0,-1,16,-1,-17,3,-7,-10,-6,i
CCc1c(C(=O)NCc2ccccc2Cl)[nH]c(C)c1C(C)=O,0,10,-1,-1,-4,1,6,0,0,i
CC1CCN(S(=O)(=O)c2cccc3cccnc23)CC1,-1,-7,-1,-3,0,5,30,-2,-3,i
Cc1ccc(C(=O)O/N=C\c2ccc(N3CCCCC3)c([N+](=O)[O-])c2)cc1,4,6,13,0,9,-11,5,20,3,i
Cc1ccc(C)c(OCCC(=O)OCC(=O)Nc2cc(S(=O)(=O)N3CCOCC3)ccc2C)c1,3,0,6,-3,nt,3,25,-2,nt,i
CC1(C)OC(=O)C(=Cc2ccc(-c3ccc(S(N)(=O)=O)cc3)o2)C(=O)O1,0,-3,3,-1,0,4,20,-1,-2,i

# 5 entries from above, sorted by the number in HDAC3 inh, ascending:
SMILES	HDAC3 inh
Cc1c(Cl)cccc1NC(=S)N(CCN(C)C)C(C)c1ccccn1 (centres undefined)	-7
CC1=CC(C)(C)NC(=S)N1c1ccc(C)cc1	-3
O=C(NNC(=O)C1CCC1)c1ccccc1F	-2
Cc1ccc(C)c(OCCC(=O)OCC(=O)Nc2cc(S(=O)(=O)N3CCOCC3)ccc2C)c1	3
Cc1cc(N2CCCC2)c(C)cc1C=O	4

# Later entries.
SMILES,GSK3B inh,HSF1 inhib,HSF-1 act,GSK3A inh,Platelet DG rel,HDAC3 inh,AI-2 QS mod,DYRK1A inh,HSP90 refold inh,PolyA inhibitor
S=C1NC(C23CC4CC(CC(C4)C2)C3)=CC(c2ccc3c(c2)OCO3)N1 (centres undefined),-2,-15,-18,10,-1,-3,37,0,6,i
COc1ccc(NC(=O)Cc2cccc(F)c2)cc1S(=O)(=O)Nc1ccccc1Cl,2,1,1,-2,-10,nt,20,-3,13,i
O=C(O)c1ccc(S(=O)(=O)N2CCC(c3nc(-c4ccccc4Cl)no3)CC2)cc1,1,2,15,-2,5,-2,21,4,3,i
COc1ccc(NC(=O)CSc2ccc(-c3ccccn3)nn2)cc1OC,-1,3,-16,nt,4,nt,16,-12,-1,i
Cc1ccc(S(=O)(=O)N2CCOCC2)cc1NC(=O)COC(=O)c1ccccc1OCc1c(C)noc1C,2,2,-9,-2,4,-2,7,-2,2,i
O=C(NCCN1CCCOC1=O)C(=O)NCCN1CCCOC1=O,2,-4,18,1,-2,-14,9,2,-2,i
COc1ccc(-n2c(=S)[nH]c3cc(C(=O)NCCCN4CCCC4=O)ccc3c2=O)c(OC)c1,-5,-7,-14,-2,4,3,13,-1,0,i
C/C(=N\NC(=O)Cc1cc(=O)[nH][nH]1)c1cccc([N+](=O)[O-])c1,1,-11,4,0,-6,-1,9,0,3,i
COc1cccc2cc(C(=O)NCCC3=CCCCC3)c(=O)oc12,0,-15,1,3,6,3,17,nt,-2,i
Cc1[nH]oc(=O)c1N=Nc1ccc2[nH]c(=O)[nH]c2c1,-3,-1,6,0,15,-2,3,32,nt,i
CCn1c(SCC(=O)Nc2ccc(C(=O)OC)cc2)nc2cccnc21,0,-1,25,-2,2,9,31,-1,0,i
Cc1cc(C)n(-c2nc3ccccc3s2)n1,0,-84*,-88,-4,-9,0,13,-5,-2,i

# Compound profiles, from the list above. Values in the order: GSK3B inh	HSF1 inhib	HSF-1 act	GSK3A inh	Platelet DG rel	HDAC3 inh	AI-2 QS mod	DYRK1A inh	HSP90 refold inh	PolyA inhibitor
# C/C(=N\NC(=O)Cc1cc(=O)[nH][nH]1)c1cccc([N+](=O)[O-])c1 reads 1	-11	4	0	-6	-1	9	0	3	i
# Cc1cc(C)n(-c2nc3ccccc3s2)n1 reads 0	-84*	-88	-4	-9	0	13	-5	-2	i
# S=C1NC(C23CC4CC(CC(C4)C2)C3)=CC(c2ccc3c(c2)OCO3)N1 (centres undefined) reads -2	-15	-18	10	-1	-3	37	0	6	i

# Next section.
SMILES,GSK3B inh,HSF1 inhib,HSF-1 act,GSK3A inh,Platelet DG rel,HDAC3 inh,AI-2 QS mod,DYRK1A inh,HSP90 refold inh,PolyA inhibitor
Cc1ccccc1/C=C\c1nc2ccccc2c(=O)[nH]1,-6,70,122*,-2,6,-5,20,-1,-1,nt
COCc1cc(C)nc(SCc2ccccc2Cl)c1C#N,1,4,0,-2,-1,-5,2,-1,-2,i
CC1CCCN(C(=O)CCNC(=O)c2ccccc2Cl)C1 (centres undefined),1,-3,-5,-2,1,-2,26,-2,2,i
O=C(COc1ncnc2ccccc12)N1CCOCC1,-3,-7,-7,-1,-2,8,22,12,-1,i
CCOc1ccc(NS(=O)(=O)c2ccc(NC(=O)c3ccccc3C(=O)O)cc2)cc1,2,-1,16,7,2,nt,-58,-5,nt,i
COC(=O)C1[C@H]2SC(C)(C)C(C(=O)OC)N2C(=O)N1Cc1nc2ccccc2s1 (some centres undefined),-1,-4,1,2,-4,-2,9,8,26*,i
O=C(O)C1CC(O)CN1C(=O)c1ccco1 (centres undefined),1,-9,-5,0,-4,3,2,-3,-1,i
COc1ccc(CCNC(=O)C2CCN(S(=O)(=O)N3CCC4(CC3)OCCO4)CC2)cc1OC,2,-5,-19,-2,2,-2,18,3,-2,i
CCOc1ccccc1C(=O)Nc1ccc(NC(=O)c2ccccc2)cc1,4,-79*,-83,-1,11,-7,1,-3,2,i

# With a hit mark in HSP90 refold inh, among the entries above:
SMILES,GSK3B inh,HSF1 inhib,HSF-1 act,GSK3A inh,Platelet DG rel,HDAC3 inh,AI-2 QS mod,DYRK1A inh,HSP90 refold inh,PolyA inhibitor
COC(=O)C1[C@H]2SC(C)(C)C(C(=O)OC)N2C(=O)N1Cc1nc2ccccc2s1 (some centres undefined),-1,-4,1,2,-4,-2,9,8,26*,i
